Assay outcomes from PubChem BioAssay.
PLK1 PBD block: blocks phosphopeptide binding to human PLK1 polo-box domain | Potency, µM, inactives show max response, negative = inhibition, most hits filed as inhibitors | 360,000 tested, 2.8% active | P53350 | Plk1 PBD binding of FITC phosphopeptide, fluorescence polarization; note: potency is the fitted concentration of half-maximal effect; series mostly up to about 57 µM; % is set by controls: 0 for no effect and ±100 for the full control effect; nearly all actives have a fitted effect of over 65% in size
Target sequence (P53350 whole entry, looked up, the tested form may be a part): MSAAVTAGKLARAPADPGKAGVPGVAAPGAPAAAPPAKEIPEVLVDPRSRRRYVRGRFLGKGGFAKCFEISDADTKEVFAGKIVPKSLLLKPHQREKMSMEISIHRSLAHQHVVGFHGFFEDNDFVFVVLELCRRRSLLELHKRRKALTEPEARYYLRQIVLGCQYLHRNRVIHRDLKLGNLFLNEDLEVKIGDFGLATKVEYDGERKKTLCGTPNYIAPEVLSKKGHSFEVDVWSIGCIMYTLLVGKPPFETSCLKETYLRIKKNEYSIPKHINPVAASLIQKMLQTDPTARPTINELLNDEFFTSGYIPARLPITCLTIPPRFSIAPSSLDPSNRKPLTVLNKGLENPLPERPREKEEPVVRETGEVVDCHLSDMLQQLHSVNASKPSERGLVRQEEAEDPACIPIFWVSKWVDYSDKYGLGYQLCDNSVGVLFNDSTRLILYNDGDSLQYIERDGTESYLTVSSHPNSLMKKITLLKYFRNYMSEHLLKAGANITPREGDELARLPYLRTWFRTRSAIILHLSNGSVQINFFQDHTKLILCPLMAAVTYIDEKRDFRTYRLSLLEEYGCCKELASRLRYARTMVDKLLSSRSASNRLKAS
WRN inhibitor: inhibitors of human WRN helicase | Q14191 | WRN helicase unwinding, fluorescent forked duplex, kinetic | Potency, µM (titrated, usually from 114 µM), inactives show at the top dose activity change, negative = inhibition, actives largely listed as inhibitors | 360,000 tested, 0.46% active | AID 651768; note: potency is the fitted concentration of half-maximal effect; % is set by controls: 0 for no effect and ±100 for the full control effect; nearly all actives have a fitted effect of over 55% in size
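Enzyme (20 nM final) and test compound sit together 15 min at room temperature before substrate addition. Substrate is a single-forked duplex oligonucleotide (100 nM) labelled with fluorophore and quencher, with 2 mM ATP; helicase unwinding raises red fluorescence, read kinetically.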
Abeta rescue: compounds reversing amyloid beta toxicity in yeast; yeast expressing A-beta42, growth rescue, OD600, 48 h; response scale: 0% DMSO, 100% iron-clioquinol control; Potency, µM (titrated, usually from 46.1 µM), for inactives: top-dose growth rescue, hits mostly activators; 410,000 tested, 0.063% active; AID 1347071; note: potency is the fitted concentration of half-maximal effect; nearly all actives have a fitted effect of over 55% in size
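Yeast growth medium received pinned compounds, then yeast cells expressing toxic A-beta were added; plates incubated at 30 C for 48 hr. Growth read as absorbance at 600 nm, normalized to DMSO and equimolar FeCl3 plus clioquinol controls.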
EPAC1 antag: blocks human EPAC1 exchange factor; AID 720709; 360,000 tested, 0.14% active; EPAC1 GEF assay, Rap1b-BODIPY-GDP exchange fluorescence; O95398; Potency, µM (doses to about 115 µM), for the others: at the top dose activity change, negative = inhibition, hits mostly inhibitors;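 note: potency is the fitted concentration of half-maximal effect; plate controls were vehicle for no effect and positive control for full effect; nearly all actives have a fitted effect of over 50% in size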
aSyn yeast inh: alpha-synuclein toxicity inhibition in yeast; 370,000 tested, 0.14% active; Potency, µM (top dose mostly 46.1 µM), for the others: at the highest dose growth rescue (activation), most hits filed as activators; Yeast expressing alpha-synuclein, growth rescue, BacTiter-Glo, 24 h; note: potency is the fitted concentration of half-maximal effect; % of control where 0% means no effect; nearly all actives have a fitted effect of over 65% in size
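Screening used galactose-induced yeast with toxic alpha-synuclein levels, exposed to compound for 24 hr at 30 deg C. Cell growth, read with BacTiter-Glo luminescence, gave the measured signal.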
EPAC1 ag: activates human EPAC1 exchange factor | O95398 | EPAC1 agonist qHTS, biochemical assay; response scale: 100% = response to 6.5 mM cAMP | Potency, µM (top dose mostly 154 µM), without a hit: at the top dose activation, hits mostly activators | 360,000 tested, 0.073% active | AID 720707; note: potency is the fitted concentration of half-maximal effect; nearly all actives have a fitted effect of over 60% in size
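Fluorescent GDP-exchange assay: 100 nM EPAC1 with 250 nM Rap1B preloaded with BODIPY-GDP and 50 uM GDP; compounds tested as concentration series, 5 min at room temperature, then read every 5 min for 30 min (ex 480/em 540 nm); normalized to 6.5 mM cAMP.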
FUS yeast rescue: FUS proteinopathy suppression in yeast | S. cerevisiae FUS-expressing, growth rescue, OD600, 24 h | Potency, µM (series often up to 76.6 µM), for the others: at the highest dose growth rescue (activation), most hits filed as activators | 390,000 tested, 0.24% active;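 note: potency is the fitted concentration of half-maximal effect; plate controls were DMSO vehicle for no effect and reference control for full effect; nearly all actives have a fitted effect of over 55% in size; some results filed as inactive show a strong effect at the top dose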
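Absorbance at 600 nm, taken 24hr after compound addition, measured rescue of FUS-yeast growth at 30C. Induction used 2% galactose with seeding at OD 0.005. Controls: CP55940 from 92uM final, DMSO only.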
IL2 activator: IL-2 activation; IL-2 activation reporter assay, cell-based qHTS; stimulated with anti-CD3/CD4/CD28 beads; in transgenic mouse T cells; activation, % (series mostly up to about 46 µM); 360,000 tested, 0.065% active; in the data active = activation above about 50%; inconclusive = mostly about 30% to 49%; note: 0% is about no effect
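Screening format: compound pinned onto unstimulated transgenic mouse T cells, 60 min incubation, then anti-CD3/anti-CD4/anti-CD28 bead stimulation for 18 hours at 37 degrees C, followed by EGFP and DsRed detection.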
PI5P4Ka inh: inhibitors of human PI5P4K alpha; P48426; PI5P4Kalpha enzyme, ADP-Glo luminescence, 60 min; hits give low values; max response, %; 330,000 tested, 1.2% active; AID 652105; active = max response of -50% or lower; inconclusive = between -30% and -50%; inactive = -30% or higher; note: value at the top dose of about 77 µM; % is set by controls: 0 for no effect and ±100 for the full control effect
Target sequence (P48426 whole entry, looked up): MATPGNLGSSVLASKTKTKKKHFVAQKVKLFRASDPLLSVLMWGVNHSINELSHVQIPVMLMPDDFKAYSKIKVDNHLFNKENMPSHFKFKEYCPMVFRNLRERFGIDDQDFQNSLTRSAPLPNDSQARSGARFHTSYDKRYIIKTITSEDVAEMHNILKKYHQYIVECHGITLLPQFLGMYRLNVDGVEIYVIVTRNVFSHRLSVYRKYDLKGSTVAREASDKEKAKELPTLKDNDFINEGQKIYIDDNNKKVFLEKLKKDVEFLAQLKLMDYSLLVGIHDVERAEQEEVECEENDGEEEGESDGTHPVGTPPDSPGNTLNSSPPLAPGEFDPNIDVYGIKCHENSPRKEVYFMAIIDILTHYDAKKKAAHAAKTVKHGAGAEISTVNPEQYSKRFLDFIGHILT
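Controls without substrate or without enzyme flank wells where PI5P4Kalpha converts substrate using 5 microM ATP (final). Incubation lasts 60 minutes at room temperature; ADP formed is read by ADP-Glo luminescence.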
Active calls of the source: *; ? = inconclusive; / = no result given; & = joins results of further samples; [ ] = remark or other dose. Unless noted, calls come from the whole dose curve; as a rule, active = well fitted curve in the direction sought with a large enough effect; inconclusive = small, poorly fitted or top-dose-only effect, or another doubt; inactive = no such curve, though single readings can be large; an effect the other way counts as inactive or inconclusive.

Every second line gives: Abeta rescue, IL2 activator, EPAC1 antag, WRN inhibitor, EPAC1 ag, FUS yeast rescue, PLK1 PBD block, aSyn yeast inh, PI5P4Ka inh
COc1ccc([N+](=O)[O-])cc1NC(=O)Nc1ccccc1
    -8%, -0.7, 10%, -28%[57.1 µM], 7%, -7%, 5%, 15%, 3
Cn1c(=O)c2nc(-c3ccccc3)c(-c3ccccc3)nc2n(C)c1=O
    -71%[inhibitor], 0.3, 10%, -18%, -9%, -34%, -19%, -31%[inhibitor], -9
CC1CCC2(CC1)NC(=O)N(CC(=O)N1CCc3ccccc3C1)C2=O (stereo not given)
    2%, 1.9, -7%, -6%, -2%, 3%, 1%, 2%, 7
Cc1c(Cl)cccc1NC(=O)CSc1nccn1C
    10%, -1.3, -13%, -3%, 0%, -17%, -8%, -1%, -2
COc1ccc(-c2nnc(N)s2)cc1
    15%, 0.4, 10%, -1%, 3%, 3%, -7%, 3%, 0
CC(C)N(C(=O)[C@H]1C[C@H](CC(=O)NCCN2CCOCC2)C(=O)N2CCc3c([nH]c4ccc(Cl)cc34)[C@]12C)C(C)C
    8%, -0.3, 5%, 6%, -15%, 9%, 1%, 4%, 6
COc1ccc(OC)c(C(=O)CSc2nc3ccccc3n2CC(=O)NC(C)(C)C)c1
    11%, -0.5, -29%, 4%, 0%, 4%, -7%, 0%, 1
Cc1ccc(C(=O)/C=C\Nc2ccc(C)c(C)c2)cc1
    1%, -1.8, -4%, 5%, -1%, /, 5%, 13%, 15
COC(=O)c1c(-c2ccccc2Cl)noc1-c1cnc(N)nc1C(F)(F)F
    -10%, -0.9, -6%, -27%, -2%, 0%, -7%, -1%, 1
CC(C)c1ccc(S(=O)(=O)Nc2ccc(-n3cnnn3)cc2)cc1
    2%, -1.9, 1%, -6%, 5%, 4%, -3%, -1%, 7
O=C(NCc1cccc(F)c1)c1cccc2c1C(=O)c1ccc(N3CCCC3)cc1S2(=O)=O
    10%, 27, 79%[activator], -11%, 28µM*, ?, ?, 3%, -4
O=C(OCC(=O)N1CCN(S(=O)(=O)c2ccc(Cl)cc2)CC1)c1ccc([N+](=O)[O-])o1
    -15%, -0.4, -28%, -22%, 1%, 22%, -12%, 11%, 3
O=[N+]([O-])c1ccc(Sc2ncc3ccccn23)nc1
    -1%, 0.8, 4%, -1%, -5%, -8%, -5%, -14%, 3
COc1cc2c(cc1OC)C1(Nc3c-2c(Cc2ccccc2)nn3-c2ccccc2)C(=O)Nc2ccccc21 (stereo not given)
    -5%, -0.4, 7%, 1%, 0%, 32%, 0%, 5%, -29
Fc1cccc(Cc2noc(CN3CCCN(C4Cc5ccccc5C4)CC3)n2)c1
    -1%, 0.3, 7%, -4%, 1%, 8%, 5%, 4%, -3
Cc1cccn2c(=O)c3cc(C(=O)NC4CCCCC4)c(=N)n(Cc4ccc(F)cc4)c3nc12
    17%, 154*, 3%, -4%, 2%, 23%, -9%, 0%, 1
Cc1ccc(C(=O)NC2CCN(C(=O)Nc3ccccc3)CC2)cc1
    -6%, -0.1, 8%, 4%, -2%, 23%, -2%, -1%, 2
Cc1onc(C(=O)N2C(C)CCCC2C)c1[N+](=O)[O-] (stereo not given)
    5%, -1.3, 8%, -5%, 7%, /, 4%, -1%, 2
Fc1ccc(N2CCN(C(=S)NCc3ccco3)CC2)cc1
    14%, 1.0, -10%, 0%, 3%, 24%, -12%, 6%, 1
CCCCc1c(O)nc(SCCN(C)C)n(-c2ccccc2)c1=O
    18%, -1.2, 0%, 15%, 6%, 18%, -13%, 1%, -5
CCOC(=O)C1(Cc2ccc(Cl)cc2)CCN(C(=O)C2=NNC(=O)CC2)CC1
    5%, 1.4, -8%, -4%, -3%, 4%, -8%, 0%, -2
Cc1nn(C)cc1CN(C)Cc1c(C(=O)N(C)Cc2ccccc2)nc2ccccn12
    4%, -2.1, -11%, 3%, -8%, 12%, -13%, -5%, -1
c1ccc(CCc2nc3ccccc3[nH]2)cc1
    2%, -1.8, 2%, 4%, 0%, -34%, -10%, -5%, 0
CN(CCCNC(=O)c1ccccc1F)CCCNC(=O)c1ccccc1F
    0%, -0.8, 11%, 1%, 2%, -18%, -4%, -7%, 1
CCc1nc2nc(C)cc(C)n2c1Nc1ccc(OC)cc1
    -2%, 0.1, 5%, 1%, 6%, -9%, -5%, -6%, 0
CCN(CC)S(=O)(=O)c1cccc2c(N(C)C)cccc12
    13%, 0.7, -4%, -5%, 5%, 3%, 0%, 2%, 7
Cc1ccccc1NC(=O)Cc1nc(COC(=O)CCOc2ccccc2)cs1
    -9%, -3.2, -4%, -22%, 5%, /, 1%, -1%, -11
C/C(=N\NC(=O)c1ccc(O)cc1)c1cc2ccccc2o1
    2%, 0.6, -7%, -13%, 5%, 3%, 0%, 5%, -13
Cc1ccc(CN2C(=O)CCC2C(=O)NCc2ccc(F)cc2)cc1 (stereo not given)
    10%, -0.7, -20%, 1%, 3%, -18%, -5%, 2%, 12
O=C(NCC(=O)N1CCN(Cc2ccc3c(c2)OCO3)CC1)c1ccccc1F
    3%, -0.6, 4%, 4%, 7%, -9%, -9%, 0%, 10

Single records, from the list above. Order of screens: Abeta rescue, IL2 activator, EPAC1 antag, WRN inhibitor, EPAC1 ag, FUS yeast rescue, PLK1 PBD block, aSyn yeast inh, PI5P4Ka inh
O=C(NCc1cccc(F)c1)c1cccc2c1C(=O)c1ccc(N3CCCC3)cc1S2(=O)=O is listed with 10%, 27, 79%[activator], -11%, 28µM*, ?, ?, 3%, -4
CCN(CC)S(=O)(=O)c1cccc2c(N(C)C)cccc12 is listed with 13%, 0.7, -4%, -5%, 5%, 3%, 0%, 2%, 7
CCc1nc2nc(C)cc(C)n2c1Nc1ccc(OC)cc1 is listed with -2%, 0.1, 5%, 1%, 6%, -9%, -5%, -6%, 0

Other compounds follow:
Every second line gives: Abeta rescue, IL2 activator, EPAC1 antag, WRN inhibitor, EPAC1 ag, FUS yeast rescue, PLK1 PBD block, aSyn yeast inh, PI5P4Ka inh
O=C1C(NS(=O)(=O)c2cccs2)=C(N2CCN(Cc3ccccc3)CC2)C(=O)c2ccccc21
    15%, -0.3, -8%, -5%, 11%, -6%, -10%, -10%, -1
Cc1ccc(C(=O)O)cc1NC(=S)NC(=O)c1ccc([N+](=O)[O-])c(C)c1
    17%, 1.7, 4%, 2%, -6%, -3%, -23%, 1%, -10
CC(=O)C1=C(O)C(=Cc2ccccc2)OC1=O
    6%, -1.3, -21%, -5%, 1%, -19%, 3%, -6%, -25
COc1ccc(OC)c(NC(=O)C(=O)NNC(=O)c2cccs2)c1
    7%, -2.7, -1%, -16%, 0%, /, -5%, 3%, -6
COCCN(CC(=O)Nc1cccc(C)c1C)C(=O)c1cc2ccccc2cc1OC
    7%, -0.3, -8%, -9%, -7%, /, -6%, 5%, 3
O=C(Cc1ccsc1)N1CCN(S(=O)(=O)c2ccccc2F)CC1
    2%, -2.4, -2%, ?, 7%, /, -8%, 0%, -15
Cc1ccc(CC(=O)Nc2cc(C)on2)cc1
    -7%, 0.7, 8%, 9%, 4%, 16%, 0%, -3%, 0
N#CCCN(C(=O)CSc1ccc2c(c1)OCCO2)c1ccccc1
    18%, -2.3, -14%, 5%, 0%, 20%, 19µM*, 4%, 0
O=C(OCc1ccc([N+](=O)[O-])cc1)c1cc2ccccc2oc1=O
    4%, -0.6, 3%, -2%, 2%, 3%, 4%, -6%, 4
O=C(NC1CCCC1)C(c1ccc(F)cc1)N(Cc1ccccc1Cl)C(=O)CCl (stereo not given)
    8%, -2.1, 2%, -24%, 3%, /, -9%, -2%, -4
COc1cc(NS(=O)(=O)c2ccc3[nH]c(=O)[nH]c3c2)cc(OC)c1
    -13%&0%, 0.9, 15%, -3%, 16%, -5%&3%, -3%, -1%, 1
CC(C)NC1CCC(Nc2ccnc3cc(Cl)ccc23)CC1 (stereo not given)
    13%, -0.7, -29%, -14%, 16%, 8%, -9%, 1%, 2
Nc1ccccc1C(=O)NC(=O)Nc1ccc(Oc2ncc(Br)cn2)c(Cl)c1
    3%, -4.5, 5%, -6%, 8%, /, -2%, -1%, 9
COc1cccc(CN2CCN(CC#Cc3ccccc3)CC2CCO)c1 (stereo not given)
    -6%, 0.4, -8%, -14%, -5%, 0%, -11%, -1%, 1
COc1ccc(-c2cc(C(F)(F)F)nc(SCC(=O)Nc3sc4c(c3C#N)CCC4)n2)cc1
    2%, 7.0, -7%, -18%, 8%, 26%, ?, 0%, /
CCN1CC(CN(C)Cc2nc(-c3ccc(C(F)(F)F)cc3)no2)CC1=O (stereo not given)
    9%, -0.4, -6%, 1%, -8%, 16%, -16%, -10%, 6
CCCCCOC(=O)C1=C(C)Nc2nnnn2C1c1ccc(OC)c(OC)c1OC (stereo not given)
    8%, -3.3, 1%, -1%, -8%, 35%, 1%, 5%, /
Cc1ccccc1C(=O)Nc1ccnn1C1CCN(Cc2ccncc2)CC1
    -5%, -2.3, -12%, -26%, 11%, /, -4%, -2%, -2
CS(=O)(=O)N(CC(=O)N1CCN(Cc2ccccc2)CC1)Cc1ccccc1
    1%, -1.5, 3%, -3%, -4%, -4%, -6%, ?, /

Some values from the results shown.
N#CCCN(C(=O)CSc1ccc2c(c1)OCCO2)c1ccccc1 in FUS yeast rescue is listed with 20%
CCCCCOC(=O)C1=C(C)Nc2nnnn2C1c1ccc(OC)c(OC)c1OC (stereo not given) in IL2 activator is listed with -3.3

Outcome played no part in choosing rows; any-hit rate near 4.1%.
